Screening data deposited in PubChem BioAssay by National Center for Advancing Translational Sciences (NCATS).
AT treatment – qHTS Assay for Identifying a Potential Treatment of Ataxia-Telangiectasia. […] A-T fibroblasts, KAP-1 phosphorylation AlphaLISA; neocarzinostatin DNA damage 30 min before lysis. Potency, µM (highest dose often 57.5 µM), for inactives: at the top dose activation, actives largely listed as activators. actives 0.19% (n = 320,000); also: potency is read from the fitted curve at half-maximal effect; % of control where 0% means no effect; nearly all actives have a fitted effect of over 45% in size
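ATM-like activity read as KAP-1 phosphorylation via AlphaLISA donor/acceptor antibody pairs after lysis and 6 hr at 25C. Cells were ATM-null patient fibroblasts ([…], hTERT), dosed 60 min, then exposed to the DSB inducer NCS for 30 min.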
ELG1 DNA repair – qHTS screen for small molecules that inhibit ELG1-dependent DNA repair in human embryonic kidney (HEK293T) cells expressing luciferase-tagged ELG1; HEK293T ELG1-luciferase reporter, luminescence, 16 h; DNA damage induced by 5-fluorouridine; Potency, µM (doses to about 46.1 µM), for inactives: at the top dose activity change, negative = inhibition, hits mostly inhibitors; actives 2.3% (n = 330,000); AID 504467, 2011; also: potency is read from the fitted curve at half-maximal effect; % is scaled to controls: 0 for no effect and ±100 for the full control effect; nearly all actives have a fitted effect of over 55% in size
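Luminescence from the luciferase reporter, measured 30 min after ONE-Glo reagent at room temperature, was the read-out. Beforehand, 2,000 cells per well were exposed for 16 hr at 37 °C to 5-fluorouridine together with compound or vehicle.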
Integrin act MD – qHTS for Activators of Integrin-Mediated Alleviation for Muscular Dystrophy | alpha7betagal myoblasts, beta-gal FDG fluorescence, 48 h | Potency, µM (series often up to 38.3 µM), without a hit: top-dose activation, actives largely listed as activators | actives 0.064% (n = 350,000) | AID 624291, 2012;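 also: potency is read from the fitted curve at half-maximal effect; 100% = response of the positive control SU9516; nearly all actives have a fitted effect of over 60% in size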
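alpha7betagal+/- myoblasts (passage 13, 250/well) treated 48 h at 37C with compounds at 1:260 dilution of DMSO stock. Lysed, then beta-galactosidase activity read as FDG fluorescence (ex 480/em 540) after 30 min, with pre-read for autofluorescence.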
Eya2 inh – qHTS Assay for Inhibitors of the Phosphatase Activity of Eya2. recombinant Eya2, OMFP fluorescence dephosphorylation (OMFP is methylfluorescein phosphate). AID 488837, 2010. Potency, µM (series often up to 76.9 µM), for inactives: top-dose activity, negative = inhibition, most hits filed as inhibitors. actives 0.006% (n = 330,000). Protein phosphatase EYA2 (Homo sapiens), O00167; also: potency is read from the fitted curve at half-maximal effect; % is scaled to controls: 0 for no effect and ±100 for the full control effect
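Eya2 protein (added as 0.2 uM solution) was preincubated with compound for 10 min at ambient temperature in 50 mM HEPES pH 7.5, 50 mM NaCl, 5 uM MgCl2, 0.05% BSA, 1 mM DTT. OMFP (added at 50 uM) then reacted 10 min; fluorescence read at 485/525 nm.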
Tb PFK block – qHTS Assay to Find Inhibitors of T. brucei phosphofructokinase | ATP-dependent 6-phosphofructokinase (Trypanosoma brucei brucei), O15648 | T. brucei PFK, ADP-Glo luminescence | Potency, µM (top dose mostly 57.5 µM), for the others: at the top dose activity, negative = inhibition, actives largely listed as inhibitors | actives 0.17% (n = 330,000) | AID 485367, 2010;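 also: potency is read from the fitted curve at half-maximal effect; 0% = uninhibited 1x PFK enzyme wells and -100% = no-enzyme wells; nearly all actives have a fitted effect of over 60% in size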
Target sequence (O15648 whole entry, looked up): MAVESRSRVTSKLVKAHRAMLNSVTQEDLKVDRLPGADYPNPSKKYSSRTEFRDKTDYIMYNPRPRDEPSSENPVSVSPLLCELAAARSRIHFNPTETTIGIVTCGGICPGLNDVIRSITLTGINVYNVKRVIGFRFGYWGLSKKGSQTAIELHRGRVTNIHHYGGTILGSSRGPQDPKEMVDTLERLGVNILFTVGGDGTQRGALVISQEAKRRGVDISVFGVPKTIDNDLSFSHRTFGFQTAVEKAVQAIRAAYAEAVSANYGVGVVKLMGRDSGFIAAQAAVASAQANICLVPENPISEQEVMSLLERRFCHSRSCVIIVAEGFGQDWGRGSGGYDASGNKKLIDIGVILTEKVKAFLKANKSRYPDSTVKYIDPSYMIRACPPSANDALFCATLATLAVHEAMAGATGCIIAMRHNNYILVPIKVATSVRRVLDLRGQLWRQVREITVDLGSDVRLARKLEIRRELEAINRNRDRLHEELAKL
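In TEA buffer at pH 8.0 with 5 mM MgCl2, enzyme (1.25 nM) converted F6P (0.5 mM) and ATP (0.1 mM) for 45 min at room temperature. ADP product was read by luciferase luminescence.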
Mito fusion act – qHTS Assay for Small Molecule Inhibitors of Mitochondrial Division or Activators of Mitochondrial Fusion; S. cerevisiae fusion-defective mutant growth rescue, CellTiterGlo 48 h; Potency, µM (top dose mostly 46.1 µM), for inactives: top-dose growth rescue (activation), most hits filed as activators; actives 0.23% (n = 320,000); AID 485298, 2010;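 also: potency is read from the fitted curve at half-maximal effect; % of control where 0% means no effect; nearly all actives have a fitted effect of over 45% in size; temperature-sensitive fusion mutants such as fzo1-1 at 37 °C on non-fermentable ethanol glycerol medium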
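Compounds are tested for their ability to restore growth of mitochondrial fusion-defective yeast strains at non-permissive 37C in YPEG medium over 48 hours. Viability is quantified by luciferase luminescence.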
PTAP TSG101 blk – qHTS Assay for Iinhibitors of HIV-1 Budding by Blocking the Interaction of PTAP/TSG101; Tumor susceptibility gene 101 protein (Homo sapiens), Q99816; Fluorescence polarization, FITC-PTAP peptide / Tsg101 binding; Potency, µM (top dose mostly 115 µM), for the others: at the top dose activity change, negative = inhibition, most hits filed as inhibitors; 340,000 tested, under 10 active; AID 493005, 2010; active = well fitted inhibition curve with a large enough effect in the main read-out, with a control signal flat, not every such curve was filed as active; inconclusive = small, poorly fitted or top-dose-only effect, or effect the other way, or a change in a side signal; inactive = no such curve, though single readings can be large or run the other way; also: potency is read from the fitted curve at half-maximal effect; % of control where 0% means no effect
Target sequence (Q99816 whole entry, looked up): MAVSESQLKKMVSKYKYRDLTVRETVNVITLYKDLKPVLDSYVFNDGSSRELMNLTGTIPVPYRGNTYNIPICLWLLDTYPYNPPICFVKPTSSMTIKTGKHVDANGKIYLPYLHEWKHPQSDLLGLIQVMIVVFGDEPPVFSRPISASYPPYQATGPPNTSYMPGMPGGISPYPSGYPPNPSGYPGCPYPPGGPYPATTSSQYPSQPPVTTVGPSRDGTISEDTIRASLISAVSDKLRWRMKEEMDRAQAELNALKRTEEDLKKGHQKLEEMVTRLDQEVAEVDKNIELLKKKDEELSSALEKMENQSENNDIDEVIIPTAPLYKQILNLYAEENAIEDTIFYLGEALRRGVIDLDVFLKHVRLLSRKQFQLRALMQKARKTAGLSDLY
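Fluorescence anisotropy tracks displacement of a FITC-tagged PTAP peptide (50 nM) from the Tsg101 binding domain (10 uM), following a 20 min room-temperature incubation at pH 7.5.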
TSHR antag – Antagonists of the Thyroid Stimulating Hormone Receptor: HTS campaign; Thyrotropin receptor (Homo sapiens), P16473; TSHR-expressing cells, TSH-stimulated cAMP HTRF, 2 h; active compounds read low; activity change, negative = inhibition, % at 11.5 µM; actives 0.2% (n = 330,000); AID 504810, 2011;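 active = activity change below a set negative limit, meaning inhibition stronger than a set level, cut at about -70% in these data; inconclusive = activity change between two set negative limits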; also: % is scaled to controls: 0 for no effect and ±100 for the full control effect
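TSHR-expressing cells, 200/well, pre-treated with compound, then stimulated with EC80 TSH (4nM final) for 2 hours at 37 deg C. cAMP measured by competitive HTRF: anti-cAMP cryptate antibody in lysis buffer plus cAMP-d2, read after 30 minutes at room temperature.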
BCR signal inh – qHTS Assay to Find Inhibitors of Chronic Active B-Cell Receptor Signaling. ABC-DLBCL IkBa-CBG/CBR reporter, luminescence ratio, 4 h. Potency, µM (series often up to 46.1 µM), for inactives: at the highest dose ratio change, negative = lower green/red ratio, hits mostly inhibitors. actives 0.05% (n = 340,000); active = well fitted inhibition curve with a large enough effect in the signal ratio, with a control signal flat, not every such curve was filed as active; inconclusive = small, poorly fitted or top-dose-only effect, or effect the other way, or a change in a side signal; the % refers to the signal ratio;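 also: potency is read from the fitted curve at half-maximal effect; plate controls were basal doxycycline-induced cells for no effect and cells given 10 µM MG132 for full effect; MG132 reads +100%, hits lower the ratio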
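TMD8 ABC-DLBCL cells carrying doxycycline-inducible green luciferase fused to IkappaBalpha plus unfused red luciferase were exposed to compounds (up to 46 uM) for 4 hrs at 37C. Activity came from the overlap-corrected green/red luminescence ratio.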
TCR act – Activators of T cell receptors: qHTS campaign; AID 504894, 2011; 330,000 tested, under 10 active; primary human leukocytes, anti-CD3, IL-2 HTRF, 48 h; Potency, µM (titrated, usually from 9.22 µM), for the others: at the highest dose activation of IL-2 secretion, actives largely listed as activators; also: % of control where 0% means no effect
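IL-2 release read by HTRF sandwich (Eu cryptate donor, d2 acceptor, 665 nm emission) after 48 hr exposure of primary human leukocytes to compound together with anti-CD3 beads in the absence of co-stimulatory signals.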
ASM inhibitor – Inhibitors of Secretory Acid Sphingomyelinase (S-ASM): qHTS; Sphingomyelin phosphodiesterase (Homo sapiens), P17405; AID 504937, 2011; placental ASM, HMU-PC fluorogenic substrate, 60 min; Potency, µM (top dose mostly 57.5 µM), for the others: top-dose activity change, negative = inhibition, most hits filed as inhibitors; actives 0.006% (n = 340,000); also: potency is read from the fitted curve at half-maximal effect
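qHTS format. ASM enzyme prepared from human placenta hydrolyses the fluorogenic substrate HMU-PC0 (9 uM final) over 60 min at 37 °C after a 10 min compound preincubation.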
Starred values were filed as active, the others as inactive; ? = inconclusive; / = not tested or not shown; [ ] = dose if it differs, or a comment. Unless noted, calls follow the shape of the dose curve; as a rule, active = well fitted curve in the direction sought with a large enough effect; inconclusive = small, poorly fitted or top-dose-only effect, or another doubt; inactive = no such curve, though single readings can be large; an effect the other way counts as inactive or inconclusive.

mol | AT treatment | ELG1 DNA repair | Integrin act MD | Eya2 inh | Tb PFK block | Mito fusion act | PTAP TSG101 blk | TSHR antag | BCR signal inh | TCR act | ASM inhibitor
O=C(O)c1cccc(-c2ccc(/C=N/NC(=O)C3COc4ccccc4O3)o2)c1 (stereo not given) | -2% | ? | 13% | 18% | 2% | 1% | -4% | -6 | ? | 0% | 8%
CN(C(=O)CSc1ncnc2ccccc12)C1CCCCC1 | 0% | ? | -42% | 24% | 4% | 0% | -2% | -2 | -20% | -11% | 2%
COCCNc1nc(-c2ccccc2)nc2ccccc12 | -6% | -9% | 1% | 5% | -6% | 1% | 0% | -2 | 7% | / | -2%
COc1ccc(CNC(=O)c2cccs2)cc1 | 21% | 13% | 14%[7.66 µM] | 9% | 1% | -3% | -4% | 3 | 3% | -6% | -1%
CC(C)c1ccc(NC(=O)C2CC(=O)N(C3CCCC3)C2)cc1 (stereo not given) | -2% | -5% | -21% | -10% | -2% | -7% | -4% | 0 | 3% | 8% | -5%
O=C(Cn1cc(C(=O)c2cccs2)c2ccccc21)NCC1CCCO1 (stereo not given) | 2% | 4% | -11% | 14% | -1% | -1% | -3% | 5 | 6% | -1% | -1%
CCOC(=O)C(Cc1ccc(OC)c([N+](=O)[O-])c1)NC(=O)CCC(=O)Nc1ccc(OC)cc1 (stereo not given) | -4% | 3% | -14% | -11% | 1% | -5% | -1% | -13 | -1% | 4% | -2%
C1CCc2nnc(-c3nnc4n3CCCCC4)n2CC1 | -2% | -3% | 0% | -6% | -2% | -4% | -3% | 6 | 6% | 0% | -1%
CCOc1ccc(C(=O)NCCc2cnc[nH]2)cc1 | -9% | ? | -1% | -2% | -1% | -11% | -1% | -1 | -6% | -3% | 0%
Cn1nc(CC(=O)NCc2cccc3ccccc23)c2ccccc2c1=O | / | ? | -1% | 27% | -2% | -2% | 1% | -11 | ? | 0% | -1%
COc1ccc(CNC(=O)C(=O)NC2CCC(C)CC2)cc1 (stereo not given) | 7% | 1% | 18% | 11% | -6% | 2% | -4% | 5 | -2% | -4% | 16%
COCCn1c(SCc2cccnc2)nnc1-c1ccco1 | 2% | 6% | -16% | 0% | -6% | 2% | -2% | 26 | ? | 6% | 1%
Cc1nnc(SCc2ccccc2)[nH]c1=O | 11% | -5% | 18% | 4% | -1% | 10% | -1% | -26 | ? | 2% | 0%
O=S(=O)(c1cccs1)N1CCCc2cccc(O)c21 | 0% | ? | -11% | -28% | 2% | 4% | -6% | 2 | 11% | 2% | -2%
CCOC(=O)C1CCN(C2CC(=O)N(c3cccc(Cl)c3)C2=O)CC1 (stereo not given) | -4% | 3% | -4% | 4% | 1% | -10% | -2% | 4 | ? | / | 7%
O=C(Nc1cccc(-c2csc(Nc3ccc(Cl)cc3)n2)c1)c1ccccc1 | -13% | ? | -38% | -4% | -4% | -76%[inhibitor] | 7% | -13 | 9% | -7% | -19%
COc1ccc(NCc2cc(=O)[nH]c3ccccc23)cc1 | 0% | -19% | 0% | 7% | 1% | 16% | -4% | 8 | -13% | -5% | -5%
O=C(O)C1CCCN1S(=O)(=O)c1ccc(F)cc1 (stereo not given) | -19% | 2% | ? | -5% | -1% | -8% | -3% | -4 | 1% | 3% | -2%
COc1ccccc1NC(=O)C1=C(C)Nc2nc(SCc3cccc(F)c3)nn2C1c1ccc(C(=O)O)cc1 (stereo not given) | 5% | / | / | 16% | 0% | -7% | / | 23 | -6% | / | /
CCN1C[C@@H]2[C@@H]3C(=O)N(C)C(=O)[C@@H]3[C@](CC)(C(=O)OC)N2C1=NC | -35% | ? | 8% | 7% | 2% | / | -6% | -6 | 4% | 1%[46.1 µM] | 9%
Cc1nc(C)n(CC(O)COc2ccc(C(=O)c3ccccc3)cc2)n1 (stereo not given) | 2% | ? | -7% | 15% | -5% | 0% | -11% | -5 | ? | -2% | 3%
Cc1c(O)nc2sc3ccccc3n2c1=O | 6% | 4% | / | -8% | -7% | -1% | / | 14 | -2% | / | /
COc1ccc(N2C(=O)C3C(C2=O)C(C(=O)c2ccccc2)N2CCCC32)cc1 (stereo not given) | -32% | ? | -44% | 10% | 2% | 1% | -2% | 6 | ? | -1% | -1%
CCOC(=O)N1CCN(C(=O)c2ccc(CN(c3ccccc3)S(C)(=O)=O)cc2)CC1 | 11% | -2% | -10% | -2% | -1% | 3% | -2% | 3 | -1% | 9% | 3%
CS(=O)(=O)N(CC(=O)O)c1cc(Cl)cc(Cl)c1 | -4% | 6% | 15% | -4% | -6% | 0% | -1% | 3 | -6% | -8% | 3%
O=C(O)CC(CC(=O)Nc1ccc(-c2ccccc2)cc1)c1ccccc1 (stereo not given) | 7% | 15% | -8% | -16% | 8% | 13% | 3% | -13 | 5% | 9% | -2%
COC(=O)CN1C(=S)N(c2ccccc2)C(=O)C1CC(=O)Nc1ccc(Cl)cc1 (stereo not given) | 4% | -1% | 29% | 1% | -1% | 2% | -1% | -16 | 0% | 0%[46.1 µM] | -6%
Cc1cc(C)cc(NC(=O)Cn2cnc3c(nnn3Cc3ccc(F)cc3)c2=O)c1 | -4% | 9% | 36% | 7% | -4% | -1% | 4% | -7 | 0% | 2% | -1%
Cc1ccc(-c2cc(-c3ccccc3)nc(N(C)N)n2)cc1 | 3% | -2% | 0% | 3% | 3% | -8% | -5% | -2 | 3% | / | 47%
CCOC(=O)C1CCN(C(=O)CCCn2nc(CC)n3c(cc4occc43)c2=O)CC1 | 2% | 5% | -16% | 12% | 0% | 4% | -4% | -8 | -10% | -1% | 0%
O=C(CN1C(=O)COc2ccccc21)NNC(=O)Nc1ccccc1F | -2% | -4% | 4% | 8% | -3% | 0% | -2% | 7 | 5% | 9% | 5%
Cc1nn(C)cc1CN(C)C(=O)CC12CC3CC(CC(C3)C1)C2 | -7% | 4% | 19% | -1% | 3% | 10% | -6% | 13 | 1% | -2%[46.1 µM] | 2%
Cc1nc2ccc(NS(=O)(=O)c3ccc(C)c(C)c3)cc2s1 | 1% | ? | -44% | 1% | -1% | -7% | -7% | -24 | 13% | 9% | -3%
COc1ccc(NC(=O)CN2CCc3ccccc3C2)c([N+](=O)[O-])c1 | 6% | ? | -4% | -7% | 0% | 1% | -1% | 7 | 5% | 0% | 0%

Three compounds from above with just Mito fusion act:
smiles | Mito fusion act
CCOC(=O)C1CCN(C(=O)CCCn2nc(CC)n3c(cc4occc43)c2=O)CC1 | 4%
O=C(CN1C(=O)COc2ccccc21)NNC(=O)Nc1ccccc1F | 0%
Cc1nn(C)cc1CN(C)C(=O)CC12CC3CC(CC(C3)C1)C2 | 10%
